NCI-60 one-dose screen, 48 h, at 10 µM unless noted. Numbers give growth in % (100 = growth as untreated, 0 = no growth, -100 = all killed).
NCI-H23 – NCI-H23 lung cancer. 4% of 80,000 active. AID 1794731
NCI-H522 – NCI-H522 lung cancer | 8% of 78,000 active | AID 1794739
NCI-H460 – NCI-H460 lung cancer; 6.8% of 82,000 active; AID 1794736
OVCAR-5 – OVCAR-5 ovarian cancer; 2.9% of 82,000 active; AID 1794783
NCI/ADR-RES – NCI/ADR-RES ovarian cells; 4.4% of 81,000 active
NCI-H322M – NCI-H322M lung cancer; AID 1794733; 2.7% of 80,000 active
NCI-H226 – NCI-H226 lung cancer | 3.5% of 79,000 active | AID 1794732
OVCAR-8 – OVCAR-8 ovarian cancer; 4.4% of 81,000 active
OVCAR-3 – OVCAR-3 ovarian cancer; AID 1794787; 7% of 79,000 active
Starred values were filed as active, the others as inactive; / = not tested or not shown; & = joins results of further samples; ! = a repeat was not active; [ ] = dose if it differs, or a comment. The calls were made as follows: active = growth percent below 10; inactive = the rest.

SMILES	NCI-H23	NCI-H522	NCI-H460	OVCAR-5	NCI/ADR-RES	NCI-H322M	NCI-H226	OVCAR-8	OVCAR-3
O=c1ccccc(-c2ccc(Br)cc2)c1O	14	19	2.7*	55	7.8*	21	18	13	26
CCOC(=O)c1c2c(n3ccc(NC(=O)OC(C)(C)C)cc13)C(=O)c1ncccc1C2=O	-77*	-56*	-83*	-5.3*	-36*	-19*	-64*	-11*	-34*
COc1ccccc1Cn1cc(C#N)c(N)c1C(C)=O	/	100	111	116	113	108	105	110	116
COc1cccc2cc3c(nc12)CC(c1ccccc1)CC3=O (centres undefined)	109	97	109	108	105	108	133	106	114
COCCNC(C(=O)c1ccccc1)c1ccccc1 (centres undefined)	103	107	108	95	107	100	91	98	104
Nc1nc(N)c2c(n1)NC(c1sc(Cl)nc1Cl)CC(c1ccc3c(c1)OCO3)=N2 (centres undefined)	40	-28*	13	66	/	73	83	40	10
Clc1ccc(-c2ncc(-c3ccccc3)o2)cc1	90	97	106	103	102	99	83	97	104
CCOC(=O)c1nc2cc(Cl)cnc2nc1NCc1ccc(OC)cc1	104	102	102	93	101	112	102	112	120
FC(F)(F)c1cc2c(Cl)ncnc2n1CCC1CCOCC1	-14*	-80*	-69*	102	69	-73*	39	18	-75*
C/C(=N\NC(=S)Nc1cc(C)ccc1Cl)c1cc2ccccc2oc1=O	100	92	102	106	91	101	76	97	/
Cc1cc(CSC(=N)N)c(CSC(=N)N)cc1C	87	78	95	92	99	115	89	107	97
O=[N+]([O-])c1ccc(N/N=C(\C(=N/Nc2ccc([N+](=O)[O-])cc2[N+](=O)[O-])c2ccccc2)c2ccccc2)c([N+](=O)[O-])c1	104	83	52	98	90	86	93	88	84
O=C(NNc1nc2cc(Cl)ccc2n2cccc12)c1cnccn1	58	63	35	66	46	44	64	38	28
Nc1ncnc2c1c(-c1ccc(Oc3ccccc3)cc1)nn2C[C@@H]1SSC[C@H]1O	41	10	3.6*	81	48	37	-3.0*	33	18
Nc1cc2c(cc1Br)-c1cc(Cl)ccc1C2=O	97	96	100	92	106	102	81	99	96

Grouped by structure, the entries above with a carbonyl joined to an NH by a bond outside any ring.
SMILES	NCI-H23	NCI-H522	NCI-H460	OVCAR-5	NCI/ADR-RES	NCI-H322M	NCI-H226	OVCAR-8	OVCAR-3
CCOC(=O)c1c2c(n3ccc(NC(=O)OC(C)(C)C)cc13)C(=O)c1ncccc1C2=O	-77*	-56*	-83*	-5.3*	-36*	-19*	-64*	-11*	-34*
O=C(NNc1nc2cc(Cl)ccc2n2cccc12)c1cnccn1	58	63	35	66	46	44	64	38	28

(continued)
SMILES	NCI-H23	NCI-H522	NCI-H460	OVCAR-5	NCI/ADR-RES	NCI-H322M	NCI-H226	OVCAR-8	OVCAR-3
N#C/C(=C1\NC(=O)CS1)c1nc2ccccc2s1	75	85	91	102	90	99	/	97	92
O=C(NC(=S)Nc1ccccn1)c1ccccc1	76	82	94	89	55	86	91	103	98
C/C(Cc1ccc(Cl)cc1)=C(/c1ccc(Cl)cc1)c1ccc(OCCN)cc1	96	94	96	91	98	93	78	94	/
c1cncc(-c2nc3ccccc3[nH]2)c1	84	100	105	86	96	101	93	98	99
CCc1ccccc1-n1c(-c2cccs2)cc(-c2ccc(OC)cc2)c(C#N)c1=O	91	80	98	96	96	82	90	85	116
CC(=O)OC1Oc2ccccc2-c2oc(=O)c(-c3ccc([N+](=O)[O-])cc3)cc21 (centres undefined)	83	/	96	72	79	106	135	83	92
CCOc1ccc(N=Nc2ccccc2)cc1	100	105	102	109	104	92	99	96	96
CCCCCCCCCCCCCCCCNC(=S)N/N=C/c1ccc(OC)c(OC)c1	95	73	108	103	97	112	105	107	104
O=C(Nc1ccc(Br)cc1)c1cc(Br)c(O)c(Br)c1O	84	65	102	101	89	93	99	80	91
O=C(n1ccc2cc(OS(=O)(=O)c3ccc(Cl)c(C(F)(F)F)c3)ccc21)C12CC3CC(CC(C3)C1)C2	93	97	106	103	97	97	/	104	118
NS(=O)(=O)c1ccc(C(=O)NN2C(=O)c3cc(Cl)c(Cl)cc3C2=O)cc1	104	94	107	103	103	107	97	101	110
Nc1ccc2ccccc2c1N=Nc1ccc(/C=C/c2ccc(N=Nc3c(N)ccc4ccccc34)cc2S(=O)(=O)O)c(S(=O)(=O)O)c1	90	95	96	100	98	107	95	98	101
COC(=O)/C=C\C(=O)O	105	99&93	103&102	95&101	100&105	117&98	108&102	115&101	104&104
Nc1ccc(C(=O)Nc2cc(S(=O)(=O)O)cc3cc(S(=O)(=O)O)ccc23)cc1	113	114	106	133	115	143	113	/	106
C#CCOc1ccc(C(Nc2ccc(F)c(F)c2)c2nnnn2C2CCCCC2)cc1OC (centres undefined)	98	84	107	92	103	84	98	/	101
Nc1[nH]c(=S)[nH]c(=O)c1Br	106	94	104	103	104	108	88	100	106
O=S(=O)(c1ccccc1F)N1CCN(c2nccc(-c3c(-c4cccc(F)c4)nc4sccn34)n2)CC1	78	67	85	110	68	90	74	82	93
COc1ccc(/C=C(\C#N)c2cc3ccccc3n2C)cc1	39	/	6.1*	40	8.8*	48	/	34	-34*
COc1ccc(Nc2ccc3ccccc3c2)cc1	81	/	94	97	66	/	81	/	79
C#CCOC(=O)Nc1cccc(Cl)c1	99	95	100	104	101	113	98	104	100
COc1ccc(C(=O)N=Nc2c(O)n(C)c3ccccc23)cc1	85	92	94	105	91	94	91	96	104
Oc1ccc2c(ccc3[nH]cnc32)c1	101	102	113	105	99	116	109	86	134
CCC(C)/C(=C\C#N)NCCCN/C(=C/C#N)C(C)CC (centres undefined)	97	84	116	102	105	103	103	100	126
CCOC(=O)c1sc(NC(=O)c2ccc(C)cc2)nc1C	103	75	101	95	100	95	107	96	107
Cc1onc(-c2ccccc2)c1-c1ccc(S(N)(=O)=O)cc1	104	/	91	82	102	/	90	93	105
Cc1ccc(C2CC(c3ccccc3)=NN2C(=O)c2ccc(S(N)(=O)=O)cc2)cc1 (centres undefined)	86	92	97	102	90	97	88	95	/
O=C(O)CCC(NC(=O)c1cccc([N+](=O)[O-])c1)C(=O)O (centres undefined)	105	103	105	109	106	106	100	106	108
CC/C(Br)=C(\Br)Cn1cnc2c(OC)ncnc21	82	64	103	96	89	94	74	99	101
CCC(=O)c1ccc(OCc2ccccc2)cc1	92	86	103	100	101	111	91	95	96
CC(C)N=c1cc2n(-c3ccc(Cl)cc3)c3ccccc3nc-2cc1Nc1ccc(Cl)cc1	-36*	-32*	-4.7*!	11&50&38	-2.6*!	-0.5*!	-22*!	14&49&15	-66*

Some of these compounds in order of length of the SMILES, ascending:
SMILES	NCI-H23	NCI-H522	NCI-H460	OVCAR-5	NCI/ADR-RES	NCI-H322M	NCI-H226	OVCAR-8	OVCAR-3
C#CCOC(=O)Nc1cccc(Cl)c1	99	95	100	104	101	113	98	104	100
CCC(=O)c1ccc(OCc2ccccc2)cc1	92	86	103	100	101	111	91	95	96
CCOC(=O)c1sc(NC(=O)c2ccc(C)cc2)nc1C	103	75	101	95	100	95	107	96	107

Next entries follow.
SMILES	NCI-H23	NCI-H522	NCI-H460	OVCAR-5	NCI/ADR-RES	NCI-H322M	NCI-H226	OVCAR-8	OVCAR-3
CC1(C)CC[C@]2(C(=O)O)CC[C@]3(C)C(=CC[C@@H]4[C@@]5(C)C/C(=C/c6cccnc6)C(=O)C(C)(C)[C@@H]5CC[C@]43C)[C@@H]2C1	100	85	98	113	105	91	102	88	95
O=C(Nc1ncc(Cc2ccccc2)s1)c1sc2ccccc2c1Cl	41	-2.0*	8.4*	42	16	43	65	28	-31*
Clc1cccc(-c2nc(N3CCOCC3)c3c4c(sc3n2)CCCC4)c1	102	86	107	96	103	101	101	106	106
CC12CCC3C4(C)COC(c5ccco5)OC4CCC3(C)C1CC(C1=CCOC1=O)O2 (centres undefined)	103	109	102	100	99	99	101	108	105
CC(C)CC(=O)NC1CCCCC1	96	83	106	104	103	102	99	98	104
CCCCCCCCCc1cc(CN2CCCCC2)c(O)c(CN2CCCCC2)c1	39	49	49	60	58	88	76	77	42
O=C1CN(/N=C/c2ccc(-c3ccc([N+](=O)[O-])cc3)o2)C(=O)N1	89	95	108	/	103	95	113	91	98
Cc1ccc(S(=O)(=O)NN/C(N)=N\S(=O)(=O)c2cc(C)c(Cl)cc2SCc2ccccc2)cc1	91	30	110	89	97	168	90	109	121
COc1cc(-c2ccc(N=C=O)c(OC)c2)ccc1N=C=O	101	91	105	117	99	100	103	97	110
Cc1ccc(NC(=O)NNC(=O)/C=C/c2cn(-c3ccccc3)nc2-c2ccc(Br)cc2)cc1	109	86	116	109	107	102	108	104	114
COC(=O)c1ccc(-n2cc(CCCOS(=O)(=O)c3ccc(C)cc3)nn2)cc1	96	88	102	106	98	100	96	96	102
Cc1nc(-c2ccc(N)cc2)ccc1C(=O)N=Nc1c(O)[nH]c2ccc(Br)cc12	102	94	107	106	109	100	94	104	109
O=c1cc(-c2nc(-c3ccccc3)c(-c3ccccc3)[nH]2)c2cc(Cl)ccc2o1	84	69	95	98	86	96	94	90	93
Cc1ccc2sc3c(c2c1)Oc1ncnc(N)c1C3c1ccc(Cl)cc1 (centres undefined)	/	58	71	113	91	82	71	89	85
CCCCCCCOC(C)=O	101	104	105	102	107	101	93	101	110

Whole records as entered above. Order of screens: NCI-H23, NCI-H522, NCI-H460, OVCAR-5, NCI/ADR-RES, NCI-H322M, NCI-H226, OVCAR-8, OVCAR-3
Record of CC(C)CC(=O)NC1CCCCC1 → 96, 83, 106, 104, 103, 102, 99, 98, 104
Record of Cc1ccc(NC(=O)NNC(=O)/C=C/c2cn(-c3ccccc3)nc2-c2ccc(Br)cc2)cc1 → 109, 86, 116, 109, 107, 102, 108, 104, 114
Record of Clc1cccc(-c2nc(N3CCOCC3)c3c4c(sc3n2)CCCC4)c1 → 102, 86, 107, 96, 103, 101, 101, 106, 106

Carrying on.
SMILES	NCI-H23	NCI-H522	NCI-H460	OVCAR-5	NCI/ADR-RES	NCI-H322M	NCI-H226	OVCAR-8	OVCAR-3
COC(=O)C(=O)C(CC(=O)Nc1ccc(C)cc1)C(=O)OC (centres undefined)	103	90	104	119	106	105	97	99	106
c1ccc(C2=NN(c3ccccc3)C(c3ccccc3)C2)cc1 (centres undefined)	92	80	/	113	99	97	113	97	105
CCC[C@@H]1C[C@@H](C(=O)N[C@H]([C@H]2O[C@H](SC)[C@H](O)[C@@H](O)[C@H]2O)[C@H](C)O)N(C)C1	103	91	108	106	103	96	109	105	123
Cc1nc2n[nH]c(N)c2c(C#N)c1C	97	98	117	99	96	110	95	117	110
NC(=O)c1c(NC(=O)c2ccccc2C(F)(F)F)sc2c1CCC(=O)C2	4.8*	-1.1*	58	27	15	105	38	17	12
O=Cc1nccc2ccccc12	104	101	110	98	92	93	98	85	64
Nc1ccc(C(F)(F)F)cc1[N+](=O)[O-]	103&99	100&95	112&104	105&104	99&106	98&99	93&94	99&96	126&101
N#CC(/C=N\Nc1ncc(C#N)c(N)n1)=C\c1ccc(Cl)cc1	87	104	96	114	101	82	86	109	93
O=[N+]([O-])c1ccc([I+]c2ccccc2)cc1	-55*	-88*	4.4*	-86*	29	67	-30*	-28*	-15*
CC(=O)OC[C@H]1O[C@@H](OC[C@H]2O[C@@H](OC(=O)[C@@]34CC[C@]5(C)C(=CC[C@@H]6[C@@]7(C)CC[C@@H](O)C(C)(C)[C@@H]7CC[C@]65C)[C@H]3CC(C)(C)C(=O)C4)[C@H](O)[C@@H](O)[C@@H]2O)[C@H](O)[C@@H](O)[C@@H]1OC1OC(C)C(O)C(O)C1O (some centres undefined)	71	71	97	93	90	85	66	97	64
COc1ccc(N)c(N)c1	96	81	105	110	/	95	113	108	125
Cc1ccc(CSc2nc(-c3ccc(F)cc3)c(C#N)c(N3CCN(C)CC3)n2)cc1	93	67	96	90	87	82	104	88	115
CC1(C)CC[C@]2(C(=O)N3CCOCC3)CC[C@]3(C)C(=CC[C@@H]4[C@@]5(C)Cc6c(n(CC#CCN7CCNCC7)c7ccccc67)C(C)(C)[C@@H]5CC[C@]43C)[C@@H]2C1	97	107	109	107	100	96	100	112	/
CCN1C(=S)N(CC)C2C1N=C(SC)N2/N=C/C=C/c1ccccc1OC (centres undefined)	77	70	95	103	40	95	65	95	90
OCC(O)COc1ccccc1 (centres undefined)	102	93	100	110	108	108	92	103	129
NC(=O)C1CC2C=CC1C2 (centres undefined)	106&92	94&106	110&103	95&90	102&108	107&104	99&98	95&97	106&93
OC(Cc1ccccc1)(c1ccccc1)C(O)(Cc1ccccc1)c1ccccc1 (centres undefined)	72	79	63	87	76	97	78	94	83
O=C(CSc1nnc(Cn2c(C(F)(F)F)nc3ccccc32)o1)Nc1ccccc1	97	81	109	97	106	87	101	106	108
CN(C)CCN(C)CC(C)(C)C(=O)/C=C/c1ccc(Cl)cc1	5.9*	-63*	-15*	3.6*	-36*	5.3*	-3.1*	-35*	10
Cc1c(C(=O)Nc2nc(-c3ccccc3)cs2)nnn1-c1ccccc1Br	29[50 µM]	/	45[50 µM]	77[50 µM]	38[50 µM]	80[50 µM]	/	40[50 µM]	57[50 µM]
C#C[C@]1(O)CC[C@@H]2C3[C@H](C)CC4=C(CCC(=O)C4)[C@H]3CC[C@@]21C (some centres undefined)	100	/	97	109	91	/	91	94	114
O=C(O)/C=C\CCCCCCCCC(=O)O	91	93	102	101	100	103	103	102	101
O=C(Nc1cccc(Cl)c1)Nc1nccnc1OCc1ccccc1	84	76	/	95	88	84	78	90	112
N=c1oc2ccc(Br)cc2cc1C(=O)Nc1cc(-c2ccccc2)nn1-c1ccccc1	90	93	103	106	96	96	98	105	110
CCOC(=O)C1=CSC2=NC3=C(CCCC/C3=C\c3ccc(Cl)cc3)C(c3ccc(Cl)cc3)N12 (centres undefined)	104	88	106	108	108	102	100	113	107
COc1ccc(Cl)cc1Nc1nc(C(F)(F)F)ccc1C(=O)NN	40	13	70	41	9.3*	4.6*	24	19	34

Compound activity (PubChem)
